KLF5 inhibitor: suppresses KLF5 promoter-driven expression. DLD-1 KLF5 promoter-luciferase reporter, luminescence. inhibition, % at 5 µM. 290,000 compounds, 0.23% hits;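 active means inhibition above a per-plate limit of that plate's mean compound inhibition plus 3 SD, cut at about 60% in these data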;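 further: 0% = DMSO wells and 100% = LY294002 at 200 µM; higher means less KLF5 promoter-driven luciferase light; inactives centre near -14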
GSK3A inh: human GSK-3 alpha kinase inhibition; P49840; ADP-Glo luminescence, 60 min; inhibition, % at 10 µM; 320,000 compounds, 0.1% hits; AID 2650;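 in the data active means inhibition above about 50%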;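 further: GST-tagged GSK-3 alpha with peptide substrate and 25 µM ATP; 0% = DMSO neutral wells and 100% = GW8510 positive control wells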
Target sequence (P49840 whole entry, looked up): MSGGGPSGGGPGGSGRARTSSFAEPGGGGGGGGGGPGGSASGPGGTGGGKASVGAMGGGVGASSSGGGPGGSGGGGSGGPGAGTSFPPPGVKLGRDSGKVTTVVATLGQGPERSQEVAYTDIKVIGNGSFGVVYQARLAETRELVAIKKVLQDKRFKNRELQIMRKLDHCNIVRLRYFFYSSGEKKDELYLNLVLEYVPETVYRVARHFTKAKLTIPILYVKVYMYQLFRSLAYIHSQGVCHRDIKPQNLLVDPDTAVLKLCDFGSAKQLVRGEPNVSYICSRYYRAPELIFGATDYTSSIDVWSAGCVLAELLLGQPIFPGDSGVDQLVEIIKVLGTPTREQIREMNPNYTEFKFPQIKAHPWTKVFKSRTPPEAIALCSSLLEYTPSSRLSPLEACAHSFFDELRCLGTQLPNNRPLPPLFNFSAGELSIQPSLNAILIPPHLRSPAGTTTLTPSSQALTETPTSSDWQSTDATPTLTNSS
HIF activator: HIF pathway transcriptional activation. AID 1910. 300,000 compounds, 0.32% hits. U2OS HRE-luciferase reporter, luminescence; normalized: DMSO 0%, desferrioxamine 100%. activation, % at 7.5 µM (by protocol);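 active means mean activation of at least 10% of the iron chelator positive control signal, with at least half of replicates also reaching 10%; inconclusive means mean and replicate majority disagree about reaching 10%; inactive means mean and most replicates under 10%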
aSyn UTR inh: MLPCN primary screen, SNCA 5' untranslated region; alpha-synuclein 5'UTR reporter, inhibitor activity; inhibition, % (tested at 7.5 µM); 300,000 compounds, 0.82% hits; AID 1813; in the data active means inhibition above about 60%; inconclusive means no clear call, values can overlap the other calls;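 further: H4 neuroglioblastoma cells stably carrying SNCA 5'UTR luciferase fusion; 0% = DMSO wells and 100% = positive control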
IEC-6 tox: kills IEC-6 intestinal cells in KLF5 counter-screen | inhibition, % at 5 µM | 290,000 compounds, 0.78% hits | IEC-6 cytotoxicity, luminescence viability | AID 1825; in the data active means inhibition above about 22%;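 further: 0% = plate median of test compound wells and 100% = cytotoxic reference compound wells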
HSF1 activator: increases HSF-1 driven luciferase reporter signal | NIH3T3-HGL HSF-1 luciferase reporter, MG132, 8 h; 100% = twice DMSO control signal | activation, % at 9 µM | 300,000 compounds, 1.7% hits | AID 504408;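 active means mean replicate activation of at least 50% with a set share of replicates each reaching 50%; inconclusive means only one of those two conditions met; inactive means mean below 50% and too few replicates reaching it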;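 further: 0% = median of the neutral control wells and 100% = twice that signal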
AI-2 QS mod: modulates the Vibrio harveyi AI-2 quorum sensing system | 300,000 compounds, 0.4% hits | activity change, % at 7.5 µM | Vibrio harveyi JMH597 AI-2 luminescence/OD600 ratio, 9 h; stronger effect = lower value; strain lacks LuxN and CqsS sensors; 0 = neutral-control median; in the data active means activity change below about -75%, passing the limit was not always enough; inconclusive means no clear call, values can overlap the other calls;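 further: luminescence divided by OD600 gain over 9 h not by final OD600 alone; inactives centre near 13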
GSK3beta inhib: inhibitors of human GSK3beta kinase; 300,000 compounds, 0.038% hits; P49841; GST-GSK3beta kinase, ADP-Glo luminescence, 60 min; stronger effect = lower value; activity score (negative = inhibition), % at 10 µM;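 active means more than half of replicate wells score below -50%, meaning over 50% inhibition versus plate controls; inconclusive means some replicates but at most half score below -50%; inactive means no replicate scores below -50%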;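 further: 0% = median DMSO wells and -100% = median GW8510 positive control wells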
Target sequence (P49841 whole entry, looked up): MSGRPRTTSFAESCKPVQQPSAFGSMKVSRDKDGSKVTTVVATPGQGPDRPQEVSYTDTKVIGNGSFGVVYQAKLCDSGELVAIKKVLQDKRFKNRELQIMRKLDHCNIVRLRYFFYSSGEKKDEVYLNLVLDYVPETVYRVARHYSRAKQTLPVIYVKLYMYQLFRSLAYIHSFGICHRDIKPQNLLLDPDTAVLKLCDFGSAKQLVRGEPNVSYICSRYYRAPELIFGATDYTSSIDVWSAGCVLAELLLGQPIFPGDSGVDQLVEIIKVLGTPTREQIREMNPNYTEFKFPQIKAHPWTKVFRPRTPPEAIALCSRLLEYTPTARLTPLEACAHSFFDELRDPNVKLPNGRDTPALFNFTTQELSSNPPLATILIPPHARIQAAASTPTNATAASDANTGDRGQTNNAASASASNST
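Assay system: GST-tagged human GSK3beta kinase, cell-free; Input: 1.6 ng GSK3beta; Medium: Tris/MgCl2 kinase buffer; Timing: 60 min enzyme reaction, room temperature; Signal: ADP-Glo luminescence quantifying ADP generated by kinase; Evaluation: score relative to plate controls; Benchmarks: DMSO neutral wells and GW8510 at 20 µM as positive.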
HSP90 inh: HSP90 refolding inhibition in rabbit reticulocyte lysate; 290,000 compounds, 0.91% hits; luciferase refolding luminescence, 3 h; inhibition, % at 5.6 µM;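 active means inhibition above the screen-wide mean plus 3 SD, computed separately per campaign, cut at about 16% in these data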;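 further: 0% = DMSO wells and 100% = 60 µM geldanamycin wells; inhibitors lower the luminescence because luciferase stays unfolded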
HSF1 inh: HSF1 inhibition | NIH3T3-HGL HSE-luciferase, MG132-induced, luminescence 8 h; stronger effect = lower value | 300,000 compounds, 0.77% hits | activity change, negative = inhibition, % at 7.5 µM (by protocol);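 active means more than half of replicate wells show activity change below -50%, luminescence cut by over half; inconclusive means some wells, but at most half, below -50%; inactive means no replicate well below -50%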;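 further: luciferase reports HSF-1 transcriptional activity via heat shock element; 0% = median of DMSO wells and -100% = zero luminescence signal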
The depositor's hits bear a star; ? = inconclusive; nt = no result given.

No. | structure | KLF5 inhibitor | GSK3A inh | HIF activator | aSyn UTR inh | IEC-6 tox
1 | CC(Cc1ccccc1)C(=O)Nc1ccccc1 (stereo unspecified) | -21 | 7 | -0.7 | -7 | 2
2 | COc1cccc(NC(=O)C(OC(=O)c2cnc(C)cn2)c2ccccc2)c1 (stereo unspecified) | nt | -1 | 0.2 | 5 | nt
3 | CSc1ccc(CNC(C)(C)CO)cc1 | -21 | -2 | 0.0 | 4 | 1
4 | COc1cc(NC(=O)CN2C(=O)c3ccccc3S2(=O)=O)c(OC)cc1Cl | -2 | 1 | -0.3 | 2 | -5
5 | Cc1cc([N+](=O)[O-])nn1CCCC(=O)N1CCN(c2ccccc2)CC1 | 0 | 2 | 0.3 | 8 | -6
6 | CSc1ccc(S(=O)(=O)NCC(=O)OCC(=O)N2CCCC2=O)cc1[N+](=O)[O-] | nt | nt | -0.6 | -4 | nt
7 | CN1CCN(c2ccc(CNS(=O)(=O)c3ccc(F)cc3Cl)cc2)CC1 | -17 | 1 | -0.2 | 10 | 4
8 | CCCCn1cc2c(c1-c1cccc(C)c1)c(=O)n(C)c(=O)n2C | -19 | 1 | -0.1 | 23 | -7
9 | Nc1ccc(-c2cc(N)n(-c3ccccc3)n2)cc1 | 21 | nt | 0.3 | -104 | 4
10 | Cn1c(NCCO)nc2c1c(=O)n(Cc1cccc(Cl)c1)c(=O)n2C | -12 | -3 | -0.4 | 22 | 2

No. | HSF1 activator | AI-2 QS mod | GSK3beta inhib | HSP90 inh | HSF1 inh
1 | -71 | 18 | 0 | 4 | -65*
2 | 8 | 14 | -1 | nt | 1
3 | 1 | 4 | -4 | 2 | -6
4 | 9 | 1 | 3 | 0 | 1
5 | -3 | 14 | 1 | 5 | 5
6 | -6 | 4 | 0 | nt | 0
7 | -12 | 13 | 1 | -4 | -4
8 | 31 | 4 | -1 | 0 | 1
9 | -12 | 8 | 1 | 10 | -2
10 | 6 | 8 | -1 | 1 | 3

The listing continues:
No. | structure | KLF5 inhibitor | GSK3A inh | HIF activator | aSyn UTR inh | IEC-6 tox
11 | O=S(=O)(c1ccccc1)c1nc(Nc2ccccc2N2CCOCC2)sc1Cl | -9 | -2 | -0.1 | 22 | -10
12 | COc1cc(C(=O)NCCN2C(=O)S/C(=C\c3cccs3)C2=O)cc(OC)c1OC | -22 | -2 | 2.6 | -35 | -4
13 | CC(C)(C)OC(=O)NNC(=S)NCc1ccc(Cl)cc1 | -14 | -5 | -0.3 | -1 | 1
14 | Brc1ccc(-c2nnc3ccc(Nc4ccccc4)nn23)cc1 | -23 | -2 | nt | 7 | -7
15 | O=C(Cn1ncc2c3ccccc3n(Cc3ccccc3)c2c1=O)NCCCN1CCCC1=O | -11 | -12 | 0.0 | 6 | -4
16 | CC(=O)OCC1OC(Nc2cccc(C)c2)C(OC(C)=O)C(OC(C)=O)C1OC(C)=O (stereo unspecified) | 1 | -4 | nt | -16 | -7
17 | O=C(COC(=O)c1ccc(Br)o1)NCC1CCCO1 (stereo unspecified) | -1 | 0 | -0.3 | -2 | -2
18 | CCOC(=O)c1cc(-c2ccc(Cl)cc2)nc2c1c(=O)[nH]c(=O)n2CCOC | -26 | -1 | -0.6 | 9 | 3
19 | O=C(CSc1ccc2c(c1)OCCO2)Nc1cccnc1 | -15 | -1 | 0.2 | -30 | -4
20 | CCC1(CC)NC(=O)N(CC(=O)OCC(=O)Nc2ccc(C(F)(F)F)cc2)C1=O | -14 | 1 | -53 | -1 | 0

No. | HSF1 activator | AI-2 QS mod | GSK3beta inhib | HSP90 inh | HSF1 inh
11 | 27 | 9 | 0 | 0 | 12
12 | 32 | 6 | -3 | -3 | 16
13 | 2 | 11 | 0 | -1 | -3
14 | nt | 19 | 4 | 0 | nt
15 | 5 | -19 | -1 | -2 | 10
16 | 0 | 3 | -1 | -7 | -3
17 | -21 | 13 | 2 | 2 | -11
18 | 14 | 15 | 1 | 2 | 9
19 | -2 | -2 | 3 | 3 | 2
20 | -4 | 1 | -1 | 2 | -1

Other compounds
No. | structure | KLF5 inhibitor | GSK3A inh | HIF activator | aSyn UTR inh | IEC-6 tox
21 | Oc1ccc(-c2csc(Nc3ccccn3)n2)c(O)c1 | -121 | 7 | 5.8 | -134 | 12
22 | CC(C)(C)NCC(O)COCc1ccc(Cl)cc1 (stereo unspecified) | -2 | 2 | 0.1 | -12 | 4
23 | CCCC(C)NC(=O)c1cc(C(=O)OC)cc([N+](=O)[O-])c1 (stereo unspecified) | -19 | -3 | -0.1 | -12 | 1
24 | Fc1ccccc1Cn1nnc2c(NCc3ccccn3)ncnc21 | -11 | -1 | 1.1 | -17 | -3
25 | Cc1cccc(-n2c(-c3ccc(Br)o3)n[nH]c2=S)c1 | nt | 3 | 0.2 | 12 | nt
26 | Cc1nnc(SCC(=O)NC(C)(C)C)n1C1CCCCC1 | 9 | 1 | 0.3 | 28 | -3
27 | CC(=O)Nc1ccc2nc(NC(=O)c3ccco3)sc2c1 | -106 | 1 | 1.7 | -96 | 4
28 | Cc1ccccc1OCC(=O)OCn1nnc2ccccc2c1=O | -16 | 1 | -0.3 | -7 | -2

No. | HSF1 activator | AI-2 QS mod | GSK3beta inhib | HSP90 inh | HSF1 inh
21 | 44 | nt | nt | -1 | 12
22 | 9 | 26 | 1 | 5 | -7
23 | -6 | 11 | 0 | 1 | -6
24 | -6 | 19 | -2 | -1 | 1
25 | 25 | 5 | -1 | nt | 32
26 | -2 | 0 | 1 | -1 | -1
27 | ? | 16 | 0 | 3 | 43
28 | 6 | 12 | 0 | -3 | -8

By substructure, those above containing an aryl methoxy group.
No. | structure | KLF5 inhibitor | GSK3A inh | HIF activator | aSyn UTR inh | IEC-6 tox
2 | COc1cccc(NC(=O)C(OC(=O)c2cnc(C)cn2)c2ccccc2)c1 (stereo unspecified) | nt | -1 | 0.2 | 5 | nt
4 | COc1cc(NC(=O)CN2C(=O)c3ccccc3S2(=O)=O)c(OC)cc1Cl | -2 | 1 | -0.3 | 2 | -5
12 | COc1cc(C(=O)NCCN2C(=O)S/C(=C\c3cccs3)C2=O)cc(OC)c1OC | -22 | -2 | 2.6 | -35 | -4

No. | HSF1 activator | AI-2 QS mod | GSK3beta inhib | HSP90 inh | HSF1 inh
2 | 8 | 14 | -1 | nt | 1
4 | 9 | 1 | 3 | 0 | 1
12 | 32 | 6 | -3 | -3 | 16

Fetched one by one from the list above, 5 records:
No. | structure | KLF5 inhibitor | GSK3A inh | HIF activator | aSyn UTR inh | IEC-6 tox
18 | CCOC(=O)c1cc(-c2ccc(Cl)cc2)nc2c1c(=O)[nH]c(=O)n2CCOC | -26 | -1 | -0.6 | 9 | 3
6 | CSc1ccc(S(=O)(=O)NCC(=O)OCC(=O)N2CCCC2=O)cc1[N+](=O)[O-] | nt | nt | -0.6 | -4 | nt
27 | CC(=O)Nc1ccc2nc(NC(=O)c3ccco3)sc2c1 | -106 | 1 | 1.7 | -96 | 4
22 | CC(C)(C)NCC(O)COCc1ccc(Cl)cc1 (stereo unspecified) | -2 | 2 | 0.1 | -12 | 4
21 | Oc1ccc(-c2csc(Nc3ccccn3)n2)c(O)c1 | -121 | 7 | 5.8 | -134 | 12

No. | HSF1 activator | AI-2 QS mod | GSK3beta inhib | HSP90 inh | HSF1 inh
18 | 14 | 15 | 1 | 2 | 9
6 | -6 | 4 | 0 | nt | 0
27 | ? | 16 | 0 | 3 | 43
22 | 9 | 26 | 1 | 5 | -7
21 | 44 | nt | nt | -1 | 12

A draw from above in order of length of the SMILES, falling.
No. | structure | KLF5 inhibitor | GSK3A inh | HIF activator | aSyn UTR inh | IEC-6 tox
28 | Cc1ccccc1OCC(=O)OCn1nnc2ccccc2c1=O | -16 | 1 | -0.3 | -7 | -2
21 | Oc1ccc(-c2csc(Nc3ccccn3)n2)c(O)c1 | -121 | 7 | 5.8 | -134 | 12
22 | CC(C)(C)NCC(O)COCc1ccc(Cl)cc1 (stereo unspecified) | -2 | 2 | 0.1 | -12 | 4

No. | HSF1 activator | AI-2 QS mod | GSK3beta inhib | HSP90 inh | HSF1 inh
28 | 6 | 12 | 0 | -3 | -8
21 | 44 | nt | nt | -1 | 12
22 | 9 | 26 | 1 | 5 | -7

From PubChem
